C8 TRAIL sens: viability loss with TRAIL in NB7+C8 cells, primary screen, TRAIL sensitizer project, cell-based, ATPlite luminescence. inhibition (viability loss, TRAIL sensitization), % at 10 µM. 360,000 compounds, 1% hits. AID 624354, 2012;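 active = compounds causing at least 50% loss of cell viability in the single-dose screen, relative to plate controls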
NR2F2 inh: NR2F2 transcriptional activity inhibitors, primary screen, cell-based, luciferase reporter, HEK293T, luminescence. 370,000 compounds, 0.7% hits. COUP transcription factor 2 (Homo sapiens), P24468. AID 686940, 2013. inhibition, % at 8.6 µM. HEK293T NGFI-A luciferase reporter;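 active = inhibition above a per-plate cutoff, mean inhibition of test wells between control levels plus 3 SD, cut at about 38% in these data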;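 also: cells cotransfected with COUP-TFII expression vector driving the NGFI-A reporter; 0% = median of COUP-TF2 test wells and 100% = reporter-only cells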
LMP1 NFkB inh: EBV LMP1-driven NF-kappaB luciferase reporter inhibitors, primary screen, cell-based, luminescence, single point; LMP1-induced NF-kappaB luciferase reporter cells; inhibition, % at 12.5 µM; 350,000 compounds, 0.69% hits; AID 504558, 2011; in the data active = inhibition above about 41%; inconclusive = no clear call, values can overlap the other calls;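 also: 0% = neutral control wells and 100% = reference inhibitor control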
SRC3 inh: SRC3 coactivator transcriptional activity inhibitors, primary screen, cell-based, luminescence; Nuclear receptor coactivator 3 (Homo sapiens), Q9Y6Q9; inhibition, % at 3.6 µM; HEK293 GAL4-SRC3 luciferase reporter; 360,000 compounds, 0.17% hits;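 active = inhibition above a per-campaign cutoff, the mean of all compounds plus 3 SD, cut at about 60% in these data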;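 also: 0% = DMSO-treated cells and 100% = gossypol-treated cells at 36 µM; higher means less SRC3-driven luciferase light from the GAL4 reporter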
TROY signal inh: inhibitors of TROY-driven NF-kB signaling, primary screen, Q293 LMP1-TROYcd cells, NF-kB luciferase, uHTS | Q293 LMP1-TROYcd NF-kB luciferase reporter, 4 h | inhibition, % at 10 µM | 360,000 compounds, 0.98% hits | AID 1347056, 2019;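 active = compounds whose plate-normalised and pattern-corrected inhibition of the luciferase reporter signal at the single screening dose is 50% or more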
SRC2 inh: inhibition of GAL4-SRC2 driven luciferase reporter, primary screen, SRC2 inhibitor project, cell-based, luminescence | Nuclear receptor coactivator 2 (Homo sapiens), Q15596 | HEK293 GAL4-SRC2 luciferase reporter | inhibition, % at 9 µM | 370,000 compounds, 0.17% hits;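 active = inhibition above the mean inhibition of all tested compounds plus 3 SD, set per campaign, cut at about 52% in these data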;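 also: 0% = DMSO treated cells and 100% = cells given Gossypol at 36 µM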
NR5A2 inv ag: LRH-1 (NR5A2) inverse agonists, primary screen, cell-based, luminescence, HEK293T, StAR-luciferase reporter; inhibition, % at 3.6 µM; AID 602396, 2012; LRH-1 transfected, 24 h; 360,000 compounds, 0.13% hits;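 active = inhibition above the mean inhibition of all tested compounds plus 3 SD, cut at about 73% in these data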;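 also: 0% = DMSO wells and 100% = reporter-only cells lacking LRH-1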
Vif imaging: HIV Vif self-association inhibitors, primary screen, imaging, HEK293T, single point. 340,000 compounds, 0.35% hits. HEK293T cells, Vif self-association by quenched fluorescence, 24 h. inhibition, % at 7.49 µM; in the data active = inhibition above about 50%, passing the limit was not always enough; inconclusive = no clear call, values can overlap the other calls; inactive = below about 31%; also: some results filed as inactive read as strong as hits
TLR9-MyD88 inh: inhibitors of TLR9-MyD88 association in cells, primary screen, cell-based, CHO, BLA complementation, fluorescence. Toll-like receptor 9 (Homo sapiens) + Myeloid differentiation primary response protein …. CCF4 FRET ratio. inhibition, % at 4.98 µM. 340,000 compounds, 0.21% hits. AID 504734, 2011;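 active = inhibition above the mean over all tested compounds plus 3 SD, cut at about 21% in these data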;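 also: 0% = DMSO only wells and 100% = clavulanate BLA inhibitor control wells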
Target sequence (Q99836 whole entry, looked up): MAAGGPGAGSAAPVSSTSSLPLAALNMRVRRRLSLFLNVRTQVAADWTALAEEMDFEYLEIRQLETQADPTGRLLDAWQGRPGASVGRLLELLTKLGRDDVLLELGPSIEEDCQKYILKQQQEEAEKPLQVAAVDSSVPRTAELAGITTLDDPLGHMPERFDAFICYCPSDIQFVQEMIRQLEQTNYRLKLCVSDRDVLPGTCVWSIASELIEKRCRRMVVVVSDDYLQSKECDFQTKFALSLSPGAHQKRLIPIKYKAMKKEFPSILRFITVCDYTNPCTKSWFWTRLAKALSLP
Target sequence (Q9NR96 whole entry, looked up): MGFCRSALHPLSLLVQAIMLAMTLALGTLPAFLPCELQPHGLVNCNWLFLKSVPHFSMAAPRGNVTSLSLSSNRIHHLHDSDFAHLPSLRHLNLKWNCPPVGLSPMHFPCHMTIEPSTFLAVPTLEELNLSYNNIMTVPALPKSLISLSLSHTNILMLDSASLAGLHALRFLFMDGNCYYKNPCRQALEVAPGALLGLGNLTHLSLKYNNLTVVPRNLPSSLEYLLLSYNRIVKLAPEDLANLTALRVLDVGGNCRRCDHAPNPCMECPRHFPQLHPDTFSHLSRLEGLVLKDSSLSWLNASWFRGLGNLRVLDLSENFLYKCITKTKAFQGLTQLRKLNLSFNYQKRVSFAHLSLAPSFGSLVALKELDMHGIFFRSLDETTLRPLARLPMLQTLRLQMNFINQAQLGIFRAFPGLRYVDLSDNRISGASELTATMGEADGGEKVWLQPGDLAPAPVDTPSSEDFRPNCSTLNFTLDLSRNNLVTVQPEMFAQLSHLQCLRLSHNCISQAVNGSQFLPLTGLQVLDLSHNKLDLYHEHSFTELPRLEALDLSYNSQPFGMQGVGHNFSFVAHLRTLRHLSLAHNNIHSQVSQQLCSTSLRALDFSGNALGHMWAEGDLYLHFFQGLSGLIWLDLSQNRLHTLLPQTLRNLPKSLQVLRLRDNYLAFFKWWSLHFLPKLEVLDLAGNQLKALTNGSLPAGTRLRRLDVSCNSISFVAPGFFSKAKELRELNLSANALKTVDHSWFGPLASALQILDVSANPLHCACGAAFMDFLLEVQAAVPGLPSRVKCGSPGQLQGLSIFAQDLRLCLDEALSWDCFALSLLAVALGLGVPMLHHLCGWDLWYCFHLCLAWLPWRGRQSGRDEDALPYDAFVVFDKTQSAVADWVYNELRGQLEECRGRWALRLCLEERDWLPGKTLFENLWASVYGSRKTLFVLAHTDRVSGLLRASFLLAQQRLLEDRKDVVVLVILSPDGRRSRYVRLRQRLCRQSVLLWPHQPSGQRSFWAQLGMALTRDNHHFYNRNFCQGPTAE
NOD2 RIPK2 PPI: NOD2-RIPK2 binding disruptors in cells, primary screen, fluorescence, CHO cells, BLA complementation | Receptor-interacting serine/threonine-protein kinase 2 (Homo sapiens), O43353 | CCF4 ratio | inhibition, % at 4.98 µM | 360,000 compounds, 0.38% hits; in the data active = inhibition above about 21%;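 also: 0% = vehicle only and 100% = reference blocker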
SRC1 inh: SRC1 coactivator transcriptional activity inhibitors, primary screen, cell-based, luminescence; Nuclear receptor coactivator 1 (Homo sapiens), Q15788; HEK293 GAL4-SRC1 luciferase reporter; inhibition, % at 3.6 µM; 360,000 compounds, 0.12% hits; AID 588354, 2011;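 active = inhibition above the campaign mean plus 3 SD, with each screening campaign given its own cutoff, cut at about 60% in these data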;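 also: 0% = DMSO treated cells and 100% = gossypol at 36 µM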
* hit, by the source's call; ? = inconclusive; / = not tested or not shown; & = joins results of further samples. Only part of the results is shown; rates above refer to the full screens.

Second line of a record: C8 TRAIL sens, NR2F2 inh, LMP1 NFkB inh, SRC3 inh, TROY signal inh, SRC2 inh, NR5A2 inv ag, Vif imaging, TLR9-MyD88 inh, NOD2 RIPK2 PPI, SRC1 inh
- O=C(NCCCN1CCOCC1)c1ccc2c(c1)N(Cc1cccc(Cl)c1)C(=O)c1ccccc1S2=O (stereo not drawn)
→ -13.0, 4.4, 3.7, 13.7, -8.7, -4.8, 5.6, -5.3, -4.0, 1.4, 7.2
- O=C(c1cccc(S(=O)(=O)N2CCc3ccccc32)c1)N1CCN(c2ccccc2)CC1
→ 9.7, -15.1, -5.9, 0.4, 10.2, 6.3, 7.6, -0.9, -5.5, -1.3, -7.8
- Cc1cccc(OCCCSc2nc3ccccc3[nH]2)c1
→ 6.2, 19.4, 1.7, -5.1, -6.7, -2.1, 7.0, /, -1.4, 4.3, 5.5
- O=C(Nc1nc(-c2ccccc2)cs1)c1ccc(N2CCOCC2)c([N+](=O)[O-])c1
→ 83.4*, /, 26.4, 76.1*, 83.4*, /, 70.1, -8.2, -8.3, 2.6, 63.8*
- OC(c1ccccc1)(c1nc(-c2ccc3c(c2)OCO3)cs1)C(F)(F)F (stereo not drawn)
→ 0.1, -11.8, /, -11.7, -18.8, -13.4, 1.9, -10.2, /, -1.1, 3.7
- O=C(C(=O)N1CCCc2ccccc21)c1c[nH]c2ccccc12
→ 16.4, 4.5, 0.1, 9.4, -3.5, -1.6, 6.2, -23.5, 5.4, 0.0, -4.6
- Cc1cccc(OCC(=O)NCc2ccc(F)cc2)c1
→ -25.7, 24.6, 9.4, 6.3, -18.5, -4.7, -3.9, 2.5, -1.5, -4.8, 17.4
- Cc1ccc(OCCCN2CCOCC2)c([N+](=O)[O-])c1
→ 5.6, -21.0, -10.8, -44.4, -57.6, -60.0, -53.8, -0.7, -16.5, -1.6, -66.7
- CCC(=Nc1ccccc1OC)C1=C(O)CC(c2ccccc2)CC1=O (stereo not drawn)
→ -13.8, -4.2, -2.2, 17.2, 1.1, -4.6, -5.8, 20.7, -4.8, -8.5, -3.9
- CC(=O)NC1C(=O)N(CCN2CCOCC2)c2ccc(Cl)cc21 (stereo not drawn)
→ 2.4, -1.3, -11.4, -1.9, 10.1, -4.8, 0.4, /, -0.6, -7.2, -0.8
- O=C(NCc1ccco1)C1CCCN(S(=O)(=O)c2ccc(Cl)cc2)C1 (stereo not drawn)
→ -7.7, -16.6, 4.7, -5.5, 5.3, -13.5, 9.3, 5.6, -0.7, -1.6, 0.1
- CCN(C(=O)CCCC(=O)N(CC)c1ccccc1)c1ccccc1
→ -2.8, 5.8, -9.0, 19.7, -0.2, -28.2, -13.2, -1.9, 11.1, 4.7, -8.7
- CC(C)(C)C(=O)NC(=S)Nc1ccccc1C(N)=O
→ -6.1, 4.7, -15.7, -7.5, -87.7, 5.0, -9.5, 1.6, -11.4, -9.3, -15.0
- C/C=C/COC(=O)c1[nH]c2c(c1C)C(=O)CC(c1ccco1)C2 (stereo not drawn)
→ 4.2, -50.0, 9.4, 13.1, -20.9, 15.1, 31.5, -0.3, 11.1, 7.5, -12.3
- CCOC(=O)Cc1csc(SCC(=O)N2CCN(c3ccc(OC)cc3)CC2)n1
→ -9.0, -1.3, 1.7, 13.0, 7.1, 5.4, 7.0, -18.6, 1.3, -2.2, 2.9
- Cc1nn(C)c(Oc2ccc(Cl)cc2)c1C(=O)O
→ -27.3, 6.1, 17.5, -5.1, -6.5, 8.2, -13.2, 3.2, -8.4, -11.4, -27.2
- CCOC(=O)c1cnc2c(c(C)nn2C)c1Oc1ccccc1F
→ -3.7, -0.5, 0.2, 13.4, -16.6, -8.5, 10.2, -2.0, 7.2, -3.6, 19.4
- O=C(NCc1ccc(F)cc1)c1ccc(Br)o1
→ 2.9, -16.4, -5.6, -4.2, 2.4, -5.8, 10.1, 6.1, 1.7, -0.5, -4.6
- CN(c1ccccc1)S(=O)(=O)c1cccc(C(=O)OCC(=O)Nc2ccc(C(N)=O)cc2)c1
→ 15.0, -0.9, -7.3, 50.4, 17.6, 28.5, 44.3, 1.2, -0.4, 4.2, 4.2
- COc1ccc(C)cc1NC(=O)CSc1nnc(-c2ccc(OC)c(OC)c2)n1N
→ -4.6, 13.6, 4.3, -17.1, -11.9, 5.5, 12.6, -5.1, 0.3, -0.1, 1.0
- Cc1noc(C)c1CN1C(=O)c2ccccc2C1=O
→ -39.9, -18.5, 6.5, 0.9, 9.8, 3.6, 14.2, -6.8, 2.2, -5.4, -2.4
- NS(=O)(=O)c1ccc(CCNC(=O)C2CCCN2C(=O)OCc2ccccc2)cc1 (stereo not drawn)
→ 0.9, -1.3, -0.7, 8.0, -25.9, -22.7, -4.2, 0.3&2.0, -9.9, -9.7, -7.1
- O=C(CN1CCN(Cc2ccccc2F)CC1)Nc1ccccc1Cl
→ 1.2, 19.0, -0.2, -1.7, -11.9, -12.3, 7.4, 5.5, 4.0, -24.3, 19.5
- CCCc1c(C)nc(N2CCN(c3ccccc3F)CC2)[nH]c1=O
→ 5.1, 23.4, 9.3, 14.2, -0.9, -41.1, 8.7, 4.8, 6.1, 1.2, -15.9
- O=C(c1ccccc1)N1CCN(C(=O)c2nn3c(C(F)(F)F)cc(-c4ccco4)nc3c2Cl)CC1
→ 2.9, -26.0, 0.8, 14.5, -7.2, 3.0, -24.1, 2.8, -2.0, -0.4, -3.1
- Nc1nc(-c2ccc(Cl)cc2Cl)cn1N
→ 7.9, 10.3, -13.5, -7.8, -42.4, -32.1, -16.8, 9.2, 6.5, -6.5, -9.2
- COC(=O)c1ccc(S(=O)(=O)N2CCCN(Cc3ccccc3)CC2)n1C
→ -13.8, -13.2, 10.5, 7.3, 16.2, 15.2, 19.4, 1.2, -2.2, -7.9, 12.5
- O=C(C1CCN(S(=O)(=O)c2cccc3nsnc23)CC1)N1CCCCC1
→ -15.4, -7.8, 0.8, 12.7, -7.3, 2.8, -2.2, 2.6, -1.3, 3.6, -28.7
- O=C(Nc1cccc(Cl)c1)N(CCN1CCOCC1)Cc1cccc(Cl)c1
→ -21.6, 9.9, -5.2, 16.4, -31.9, -3.6, -13.4, -0.3, 3.6, -3.2, 2.6
- CC(C)OCCCNC(=O)Cn1ccc2cc(S(=O)(=O)N3CCCCC3)ccc21
→ 8.2, 12.5, -3.1, 2.4, -21.1, -3.8, -8.4, -3.1, -3.8, 1.3, 2.3
- CC1CCCC(NC(=O)CN(C)CC(=O)Nc2cccc(F)c2)C1C (stereo not drawn)
→ -21.6, 13.7, -5.1, 9.1, 14.5, 17.4, 1.8, -2.5, -5.7, -8.2, 15.4
- Cc1nn(-c2ccccc2)c(-c2ccccc2)c1C(=O)O
→ -11.2, 6.3, -10.2, 11.1, 11.0, -0.6, 6.4, 3.8, 1.7, 3.3, -17.2
- C/C(=N/NC(=O)CC1N=C(Cc2ccccc2)NNC1=O)c1cccnc1 (stereo not drawn)
→ 0.1, -4.7, -1.0, 9.8, 3.8, -21.7, -7.8, -3.3, 8.7, -13.6, -12.3
- O=C(Oc1ccccc1)c1cccnc1Oc1ccccc1
→ -16.7, -10.2, 4.3, 4.0, 14.6, -27.4, 7.8, 5.0, -2.7, -9.2, -29.0
- O=C(c1c(F)cccc1F)N1CCN(c2cccc(C(F)(F)F)c2)CC1
→ -22.1, 3.0, 5.4, 4.7, /, -6.0, 13.2, -22.2, -3.5, -8.3, 15.5
- CCCc1c(-c2cccc(F)c2)ncn1CCc1ccccc1OC
→ 19.3, 13.6, /, /, 17.8, 30.7, -10.8, /, /, -3.5, /
- CCOC(=O)C1=C(O)c2ccccc2C(=O)/C1=C\c1ccc(CC)cc1
→ 24.8, /, -36.7, 8.1, 32.4, /, 3.7, -18.7, -7.0, 1.6, 0.4
- O=C(NNC(=S)NC1CCCCC1)c1ccccc1O
→ 26.9, -1.0, -0.1, -9.6, -2.1, -20.2, -29.7, -13.5, -8.7, -8.5, -2.4
- CCOC(=O)C(NC(C)=O)C(=O)Nc1c(C)cccc1C (stereo not drawn)
→ 1.2, 5.3, 5.2, -15.4, -0.7, -29.1, 8.3, 7.4, 1.3, -4.4, -3.3
- CCOC(=O)c1c(NC(=O)CSc2nc3ccc(C)cc3[nH]2)sc2c1CC(C)(C)NC2(C)C
→ 21.9, 1.2, -2.5, 4.7, 15.6, -10.3, -16.5, -7.0, 2.6, 15.5, 7.1
- COc1ccc2[nH]c(=O)c(-c3noc(-c4ccc(F)cc4)n3)cc2c1
→ 2.3, -35.2, -10.7, -42.6, 14.5, -39.5, -29.8, ?, -0.6, 1.9, -60.3
- Cc1noc(NS(=O)(=O)c2ccc(NC(=O)COc3ccccc3)cc2)c1C
→ -0.6, 2.4, 1.0, -4.4, 13.5, -21.3, -8.8, 0.3, -4.0, 0.8, -4.5
- CC(=O)c1ccc(OCC(O)CN2CCCC(C)C2)cc1 (stereo not drawn)
→ -9.2, 9.2, -16.0, -19.5, 2.2, 10.0, -5.5, -5.5, -1.4, -2.7, -7.9
- CCOc1ccc(CCNC(=O)c2c(C)nn(-c3ccccc3)c2Cl)cc1OCC
→ -0.4, 16.7, 5.7, 3.9, -1.5, -11.2, -8.2, -18.2, -8.0, -6.1, -2.6
- CCC(=O)N1CCCC1(C)C(=O)NCc1ccc(SC)cc1 (stereo not drawn)
→ 3.3, -5.2, /, 7.7, 5.2, 6.6, 19.4, 30.3, /, 8.2, -5.2

Screens as filed in PubChem BioAssay.
